# Bioassay records from PubChem BioAssay.
# MsrA act: activators of bovine methionine sulfoxide reductase A. activation, % at 10.6 µM. purified bovine MsrA, absorbance read-out. actives 0.3% (n = 360,000). AID 602163; in the data active = activation above about 7.5%;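 also: 0% = vehicle and 100% = reference activator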
# Neddylation inh: cullin neddylation inhibition. TR-FRET cullin neddylation, biochemical. calls only at 25 µM. actives 0.58% (n = 360,000); in the data active = inhibition above about 36%
# MsrA inh: inhibitors of bovine MsrA. actives 0.75% (n = 360,000). purified bovine MsrA, absorbance read-out. inhibition, % at 15.5 µM. AID 651718; in the data active = inhibition above about 4.5%;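 also: 0% = vehicle wells with enzyme and 100% = reference inhibitor wells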
# MT1-MMP act inh: MT1-MMP (human) activation inhibition; HT1080 RFP-PRO-GFP cells, GFP/RFP ratio fluorescence, overnight; percent of plate control window, DMSO zero; actives 0.061% (n = 360,000); P50281; GFP/RFP ratio change, % at 20 µM;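 active = GFP/RFP ratio change of at least 30% with cell ATP level not reduced by more than half and red fluorescence within 50% of control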; also: strong numbers were not always called active
#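 Assay system: HT1080 RFP-PRO-GFP cells | Dosing: 20 µM single dose, 1% DMSO | Incubation: Cells overnight before dosing, compound overnight, 37 °C, 5% CO2 | Evaluation: GFP/RFP fluorescence ratio | Control set: DMSO-only wells and HT1080 RFP-L50D-GFP cell wells as references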
# eLon inh: inhibitors of E. coli Lon protease; P0A9M0; purified E. coli Lon protease, fluorescence polarization; inhibition, % at 7.94 µM; actives 0.42% (n = 360,000); AID 602123; in the data active = inhibition above about 13%, passing the limit was not always enough;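 also: 0% = enzyme with probe and DMSO and 100% = no enzyme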
# SKN-1 inh: inhibitors of C. elegans SKN-1 | AID 624304 | inhibition, % at 21.8 µM | C. elegans VP596 Pgst-4::GFP/RFP ratio, acrylamide-induced, 24 h | actives 0.49% (n = 360,000);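 active = interference check ratio from 0.5 to 1.5 plus GFP to RFP signal ratio inhibition reaching or exceeding a fixed threshold, cut at about 30% in these data, passing the limit was not always enough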; also: some compounds called inactive have numbers as strong as hits
# Rin1 Abl inh: blocks binding of human Rin1 to Abl. P00519+Q13671. AID 588664. TR-FRET Rin1/Abl binding, biochemical. inhibition, % at 7.35 µM. actives 0.4% (n = 360,000); in the data active = inhibition above about 5%, passing the limit was not always enough
# NRP1-CendR mod: NRP-1/CendR interaction modulation; O14786; FAM-RPARPAR peptide binding to NRP-1, fluorescence polarization; inhibition, % at 25 µM; actives 0.85% (n = 360,000); AID 602438;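 active = inhibition or corrected inhibition above about 18%, plus a signal ratio from 0.5 to 1.5, limit read from the data, passing the limit was not always enough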; also: strong numbers were not always called active
# Target sequence (O14786 whole entry, looked up): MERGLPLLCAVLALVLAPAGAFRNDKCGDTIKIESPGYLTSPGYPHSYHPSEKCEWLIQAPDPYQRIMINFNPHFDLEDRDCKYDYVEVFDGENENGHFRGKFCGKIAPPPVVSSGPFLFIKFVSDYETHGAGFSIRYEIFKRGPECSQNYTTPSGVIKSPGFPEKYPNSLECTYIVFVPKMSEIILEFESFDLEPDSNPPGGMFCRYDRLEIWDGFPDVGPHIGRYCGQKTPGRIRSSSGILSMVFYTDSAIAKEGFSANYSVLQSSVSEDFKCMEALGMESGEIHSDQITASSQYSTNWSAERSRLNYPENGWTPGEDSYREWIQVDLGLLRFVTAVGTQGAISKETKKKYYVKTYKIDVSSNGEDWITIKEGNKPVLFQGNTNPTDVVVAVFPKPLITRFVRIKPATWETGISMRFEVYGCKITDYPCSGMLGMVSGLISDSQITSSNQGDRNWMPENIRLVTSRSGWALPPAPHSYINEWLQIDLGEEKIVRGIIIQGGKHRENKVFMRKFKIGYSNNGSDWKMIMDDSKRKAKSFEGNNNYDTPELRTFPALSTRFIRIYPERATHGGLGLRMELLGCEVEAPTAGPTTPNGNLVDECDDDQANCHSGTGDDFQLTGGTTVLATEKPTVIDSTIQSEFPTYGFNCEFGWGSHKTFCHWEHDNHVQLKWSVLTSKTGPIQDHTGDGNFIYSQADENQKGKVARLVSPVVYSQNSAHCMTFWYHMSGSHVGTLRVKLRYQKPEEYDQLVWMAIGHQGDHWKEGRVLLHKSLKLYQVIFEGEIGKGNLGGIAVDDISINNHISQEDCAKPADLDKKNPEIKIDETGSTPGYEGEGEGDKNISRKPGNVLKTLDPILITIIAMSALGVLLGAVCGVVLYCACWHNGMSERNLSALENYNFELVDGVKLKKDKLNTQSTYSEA
# FAS-TE inh: FAS thioesterase (human) inhibition | P49327 | recombinant FAS-TE, OMFH fluorogenic substrate, fluorescence endpoint | inhibition, % at 15 µM | actives 0.67% (n = 360,000) | AID 602261;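 active = compounds whose normalised, plate-corrected inhibition of enzyme fluorescence in the single-dose primary screen is 50% or more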;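 also: 0% = DMSO with enzyme and 100% = substrate without enzyme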
# Numbers without * were called inactive; i = inactive; · = no result given; + = active, no number; & = joins results of further samples.
SMILES,MsrA act,Neddylation inh,MsrA inh,MT1-MMP act inh,eLon inh,SKN-1 inh,Rin1 Abl inh,NRP1-CendR mod,FAS-TE inh
CN(C)S(=O)(=O)N1CCC(c2ccc(F)cc2)C(COc2ccc3c(c2)OCO3)C1 (stereo not drawn),-2,i,-0.1,-3,-3,24,1,6,27
CC1CCCC(NC(=O)CN(C)CC(=O)Nc2ccc(F)cc2)C1C (stereo not drawn),-1,i,0.2,2,2,3,-4,-5,0
Cc1onc(-c2ccccc2)c1C(=O)NCc1ccc2c(c1)OCO2,-1,i,0.1,1,-1,10,6,5,0
CCOc1ccc(OCC)c(NC(=O)C2CCN(S(=O)(=O)c3cnc[nH]3)CC2)c1,-4,i,0.0,13,6,-10,-3,21*,-15
CCc1nnc(NC(=O)CCC(=O)NC2CCCCCC2)s1,-3,i,0.3,-2,10,15,7,0,-6
CN(c1ccccc1)S(=O)(=O)c1cccc(C(=O)OCC(=O)NCc2ccco2)c1,-4,i,-0.7,2,-2,10,0,-8,5
Cc1ccc(S(=O)(=O)N2[C@@H](c3ccc(Br)cc3)C(C(=O)O)=C[C@H]2CC2CCCC2)cc1,-4,i,0.5,12,-3,6,-4,-28,27
CCSc1nnc(NC(=O)c2cccnc2)s1,-2,i,1.9,1,-1,16,-1,-23,-6
COc1ccccc1-c1nnc(SCC(=O)Nc2cccnc2Cl)n1C,-4,i,0.4,-2,-2,-14,1,6,0
CCOC(=O)C1=C(COC(=O)COc2ccccc2C#N)NC(=O)NC1C (stereo not drawn),-2,i,0.0,0,-8,5,3,-7,-4
CN(C)c1ccc(NC(=O)Cc2ccccc2)c2ccccc12,-9,·,0.8,-6,2,-9,3,6,-2
CC(C)(C)SC(=O)CC1NS(=O)(=O)OC2CCCCC12 (stereo not drawn),-2,i,-1.2,-4,-7,1,3,8,-4
COc1cccc(OC)c1C(=O)Nc1cccc(S(=O)(=O)Nc2ccccc2Cl)c1,-2,i,-0.2,-5,-3,-10,3,7,-2
Cn1cc([N+](=O)[O-])c(C(=O)NCc2cc3ccccc3[nH]2)n1,-1,i,-0.1,-3,-1,-9,-2,-7,-6
Cc1cc(NC(=O)Cn2nnc3sc4c(c3c2=O)CCC(C(C)(C)C)C4)no1 (stereo not drawn),-4,i,2.3,-6,4,21,1,-16,15
Cc1onc(-c2ccccc2Cl)c1C(=O)N1CCC(C(N)=O)CC1,-11,i,0.6,4,-3,15,0,5,2
CCNC(=O)NC(=O)C(C)Oc1ccc(Br)cc1Br (stereo not drawn),-3,i,0.0,0,-2,12,-1,7,7
CCCCCCN[C@H]1CCC2C3CC=C4C[C@@H](O)CC[C@]4(C)C3CC[C@@]21C (stereo partly drawn),1,i,0.3,-1,6,8,2,-11,3
CCOc1cccc(C(=O)Nc2ccc(S(=O)(=O)Nc3cc(C)on3)cc2)c1,1,i,0.6,2,-4,6,-5,9,-5
CC1=C(C(=O)Nc2ccccc2)C(c2ccco2)NC(=O)N1 (stereo not drawn),-1,i,-0.9,-4,-2,3,5,6,-7
Cc1cc(C(=O)NCc2cc(C(=O)O)co2)co1,-4,i,-2.5,1,-12,3,5,-37,-7
CCOc1ccc(S(=O)(=O)NC2=NCCCCC2)cc1,-1,i,-0.2,-1,-8,6,2,18*,-7
CC1CCCC(C)N1C(=O)COC(=O)/C=C/c1ccco1 (stereo not drawn),-3,i,1.2,-2,-15,-8,4,-12,-4
CC(=O)NC(Cc1ccccc1)c1ccc2c(c1)OCCCO2 (stereo not drawn),-3,i,-0.7,-1,-3,-2,3,-11,-10
COC(=O)C1CSC(C(=O)OC)N1C(=O)CN1CCN(c2ccc(OC)cc2)CC1 (stereo not drawn),-1,i,-0.4,1,1,10,2,3,-9
CCN(CC(=O)Nc1ccc(OC(F)F)cc1)C1CCCCC1,-2,i,1.0,-2,0,-6,0,2,4
COc1ccc(C=O)cc1CSc1ccccn1,-3,i,-0.9,-1,-5,-8,-3,2,-5
O=C1CCC(C(=O)N2CCCC(C(=O)c3ccc4ccccc4c3)C2)=NN1 (stereo not drawn),-3,i,0.2,-2,13*,-14,0,7,-4
Cc1cccc(S(=O)(=O)NC(=O)C2(C)CCN2C(=O)c2ccccc2)c1 (stereo not drawn),-2,i,1.8,0,1,10,-3,2,-5
O=C(C(c1ccccc1)c1ccccc1)N1CCN(CC(O)COc2ccccc2)CC1 (stereo not drawn),2,i,-0.4,2,-1,6,6,2,0

# Complete entries as entered above. Order of values: MsrA act, Neddylation inh, MsrA inh, MT1-MMP act inh, eLon inh, SKN-1 inh, Rin1 Abl inh, NRP1-CendR mod, FAS-TE inh
# CC1=C(C(=O)Nc2ccccc2)C(c2ccco2)NC(=O)N1 (stereo not drawn) is listed as -1, i, -0.9, -4, -2, 3, 5, 6, -7
# COc1ccc(C=O)cc1CSc1ccccn1 is listed as -3, i, -0.9, -1, -5, -8, -3, 2, -5
# CCCCCCN[C@H]1CCC2C3CC=C4C[C@@H](O)CC[C@]4(C)C3CC[C@@]21C (stereo partly drawn) is listed as 1, i, 0.3, -1, 6, 8, 2, -11, 3
# Cc1onc(-c2ccccc2Cl)c1C(=O)N1CCC(C(N)=O)CC1 is listed as -11, i, 0.6, 4, -3, 15, 0, 5, 2
# Cc1cc(C(=O)NCc2cc(C(=O)O)co2)co1 is listed as -4, i, -2.5, 1, -12, 3, 5, -37, -7

# Next section
SMILES,MsrA act,Neddylation inh,MsrA inh,MT1-MMP act inh,eLon inh,SKN-1 inh,Rin1 Abl inh,NRP1-CendR mod,FAS-TE inh
COc1cccc(-c2cccc(NC(=O)C3CCN(C4CCOCC4)CC3)c2)c1,3,i,-0.2,-1,6,2,2,0,-4
CN(CCc1cn[nH]c1)C(=O)CC1C(=O)NCCN1Cc1cccc(Oc2ccccc2)c1 (stereo not drawn),-11,i,1.1,1,8,5,1,-9,-2
COc1ccc(C(=O)Nc2cccc([N+](=O)[O-])c2)cc1Br,-4,i,1.5,-5,0,-7,-1,2,7
S=C(NCCCc1cnc[nH]1)NCCCN(Cc1ccc(Cl)c(Cl)c1)c1ccc(Br)cn1,-3,i,0.1,1,-5,-17,2,-3,-126
C#CCOc1ccccc1CNc1ccccc1,-12,i,1.0,-2,-1,-4,3,-1,4
O=C(NNC1CC(=O)N(c2ccccc2)C1=O)c1ccccc1Cl (stereo not drawn),-2,i,0.2,2,-7,0,-2,-5,-2
O=C(NCC(F)(F)F)Nc1nnc(C(F)(F)F)s1,-2,i,2.5,-3,-5,-19,0,6,-5
O=S(=O)(NCc1ccccc1)c1ccc(Br)s1,-8,i,-0.4,1,-1,-24,-1,8,5
Cc1ccc2nc(SCC(=O)c3c(N)n(C)c(=O)n(C)c3=O)[nH]c2c1,-1,i,1.0,-2,4,-1,2,0,6
O=C(O)C1C=CC(C(=O)O)c2ccccc21 (stereo not drawn),-5,i,-0.8,0,9,8,1,4,-12
Cc1ccc([C@H]2C(C(=O)O)=CC[C@@H](c3ccc(Cl)cc3)N2S(=O)(=O)c2ccccc2C)cc1,-2,i,·,2,-1,8,-2,-40,0
CCCn1c(O)c(N=Nc2ccc3ccccc3n2)c2ccccc21,-2,i,0.4,0,-10,33,0,11,29
CC(=O)c1ccc(N2CCC(c3cc(-c4ccc(Cl)cc4Cl)n[nH]3)CC2)c([N+](=O)[O-])c1,-2,i,3.0,-12,4,-6,-5,-4,28
O=C(NCc1ccco1)c1n[nH]c(=O)c2ccccc12,-9,i,-0.4,-1,-7,10,-1,-4,-4
O=C(CCl)Nc1ncc(S(=O)(=O)c2ccc([N+](=O)[O-])cc2)s1,0,i,0.9,1,-2,-6,2,0,-3
O=C(NC1=NCCS1)c1ccc(-c2ccc(Cl)cc2)o1,-4,·,4.3,4,-9,30,1,-13,1
COc1cc2[nH]c(=S)n(CC3CCCO3)c(=O)c2cc1OC (stereo not drawn),-3,i,1.2,9,-8,3,4,-3,-2
Cc1cccc(C)c1OCC(O)Cn1c2ccccc2c2ccccc21 (stereo not drawn),-3,i,0.1,-11,-4,10,3,8,36
CC(NC(=O)Cn1c(NCCO)nc2ccccc21)c1ccccc1 (stereo not drawn),-5,i,-0.2,1,-6,1,0,5,-4
CN1CCc2c(sc3c2c(=O)n(-c2ccc(Cl)cc2)c2nncn32)C1,1,i,-0.2,-6,-13,0,3,-4,-24
CCCCCc1ccc(-c2ccc(=O)[nH]n2)cc1,-2,i,1.0,1,4,6,0,8,7
COC(=O)/C=C1\SC(=NC(=O)c2ccc(-c3ccccc3)cc2)NC1=O,0,i,0.1,-1,-17,-7,2,-46,-6
Cn1c(=O)c2c(nc(NC3CCCC3)n2C)n(C)c1=O,0,i,0.2,0,-2,3,3,2,-4
CCOc1ccc(CNC(=O)Cn2nc(C)c3c(C)n(-c4ccc(C)cc4)nc3c2=O)cc1,-3,i,-0.1,8,-4,7,0,4,-7
N#Cc1c(NC(=O)CSc2nc3c(c(C(F)(F)F)n2)CCc2ccccc2-3)sc2c1CCCC2,-3,i,0.1,-3,-4,22,-1,-5,27
O=C(NCC1CCCO1)c1ccc(CNS(=O)(=O)c2cccc(Cl)c2)cc1 (stereo not drawn),-4,i,-0.6,0,-1,1,2,7,-2
O=S(=O)(c1ccccc1)N(CC1CO1)c1cc(Cl)ccc1Cl (stereo not drawn),-2,i,0.8,-1,-11,10,0,3,4
Cc1cccc(-c2nc(C#N)c(NC3CCCCC3)o2)c1,-3,i,3.1,3,-5,-9,-1,-13,18
COc1ccccc1-c1nnc(SCC(=O)c2c(N)n(C3CC3)c(=O)[nH]c2=O)o1,-3,i,0.4,-6,-2,-12,0,14,-5
Cc1cccc(C)c1Nc1nnc(SCc2cn3cccc(C)c3n2)s1,-3,i,1.5,0,1,0,1,4,-4
CN(C)CCN(Cc1ccccc1)C(=O)C1CCN(c2ncnc3c2nc2n3CCCCC2)CC1,-6,+,-0.2,-2,1,11,5,-7,3
O=C(CCCn1nnnc1CN1CCOCC1)N1CCN(c2ccccc2F)CC1,-4,i,0.6,-6,4,-4,1,1,-5
S=C(NCc1cccs1)Nc1cc(Cl)cc(Cl)c1,-2,i,1.1,-1,5,-2,-1,5,34
NS(=O)(=O)c1ccc(N2N=C(c3ccccc3)CC2c2ccccc2Cl)cc1 (stereo not drawn),-10,·,2.5,-2,1,4,-6,-1,23
O=[N+]([O-])c1ccc(NCCc2ccccc2)c(Br)c1,·,i,0.3,1,·,27,·,5,14
CSCCC(NC(=O)c1ccccc1Cl)C(=O)NNC(=O)c1ccccc1O (stereo not drawn),-6,i,1.2,1,-18,4,4,4,0
Cc1ccc(NC(=O)CCc2nnc3ccc(NCc4ccco4)nn23)cc1,2,i,0.8,1,-1,14,2,-8,6
CCCCn1nnnc1C1(C)CCC(=O)N1CCc1ccccc1F (stereo not drawn),-7,i,0.7,7,1,-4,·,9,-9
Cc1ccc2nc(C)c3c(c2c1)COC3,-3,i,0.0,-1,2,5,-8,2,-12
Cc1ccccc1-c1nnn(CC(=O)Nc2cccc(S(N)(=O)=O)c2)n1,-8,i,0.6,0,8,2,-3,9,0
Cc1ccc(C=C2C(=O)c3ccccc3C2=O)o1,1,i,-0.3,15,-7,26,-1,7,-6
CC(C)c1ccc(OCC(O)CN2CCN(c3ccccc3)CC2)cc1 (stereo not drawn),-1&1,i,-1.0&0.9,-4&2,-1&7,-5&-16,6&-3,4&4,2&4
COc1cc(OC)cc(-c2oc3cccnc3c2C#CCCO)c1,-6,+,1.9,-2,5,11,1,-8,-1
CC(C)c1ccc(S(=O)(=O)c2cnc(=S)[nH]c2N)cc1,4,i,1.7,-1,0,-12,0,-3,-3
CC(C)CN(C(=O)CSc1nc(-c2ccccc2)cn1N)c1c(N)n(Cc2ccccc2)c(=O)[nH]c1=O,-5,i,-1.7,1,-10,12,1,-10,-1
